Source: PubChem
Autophagy mod – autophagy modulators in MEF cells, primary screen, imaging, high-content, MEF GFP-LC3; actives 0.98% (n = 190,000); AID 463193, 2010; calls only at 10 µM (by protocol); MEF GFP-LC3 puncta imaging; test concentration mostly 10 µM;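 active = percentage of spot-positive cells more than 3 SD above its plate mean, without a fluorescence outlier flag or 80% toxicity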;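 note: spot-positive cell cutoff set from DMSO-treated cells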
bCat nuc transl – modulators of beta-catenin nuclear translocation, primary screen, imaging, HeLa cells, immunofluorescence, high-content | AID 1665, 2009 | actives 0.3% (n = 190,000) | nuclear translocation activity, % at 5 µM;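 active = nuclear translocation activity above 50% at 5 µM, with a well cell count of 50 or more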;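 note: per-cell ratio of nuclear to cytoplasmic median beta-catenin stain intensity; plate controls were DMSO negative control for no effect and GSK-3 inhibitor IX positive control for full effect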
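System: Human HeLa cells, endogenous beta-catenin | Compound dosing: 5 µM primary, 0.02–20 µM confirmation | Timing: 24 h compound exposure at 37°C, 5% CO2 | Measured by: Fluorescence imaging of beta-catenin antibody stain plus DAPI | Read-out basis: % activation of per-cell nuclear versus cytoplasmic median beta-catenin signal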
Ins promoter up – insulin promoter activators in MIN6 cells, imaging, high-content screening, mouse beta cells; MIN6 insulin promoter-GFP reporter; hits give high values; z-score at 5 µM; actives 0.3% (n = 190,000); AID 1625, 2009;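 active = z-score above 3 at 5 µM with at least 500 cells counted in the well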
PMI inhibition – human PMI inhibitors, high substrate, primary screen, biochemical, fluorescence intensity, high mannose 6-phosphate (AID 1220) | Mannose-6-phosphate isomerase (Homo sapiens) | inhibition, % at 20 µM; hits with a dose series show IC50 in µM | actives 0.66% (n = 190,000) | recombinant PMI enzyme, coupled fluorescence intensity; higher % means a stronger effect
Yfh1-depleted yeast – enhancers of respiration in Yfh1-depleted yeast, dose response, Friedreich's ataxia, plus single-dose screen (AID 1465); fold induction at 50 µM, or EC50 in µM where a hit was titrated; actives 0.074% (n = 220,000); S. cerevisiae Yfh1-off respiration, WST-1 reduction, 72 h; higher fold induction means a stronger effect;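 active = fold induction of absorbance versus untreated yeast above a set limit, then at least 30% activation at any dose in follow-up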;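 note: activators that raise dye reduction in frataxin-depleted yeast; strong numbers were not always called active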
human PMI inhibition – inhibitors of human PMI, primary screen, biochemical, fluorescence intensity, coupled assay (AID 1209). Mannose-6-phosphate isomerase (Homo sapiens). purified PMI enzyme, coupled fluorescence intensity; higher % means a stronger effect. inhibition, % at 20 µM; hits with a dose series show IC50 in µM. actives 0.42% (n = 190,000);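 note: plate controls were DMSO vehicle for no effect and wells lacking substrate for full effect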
Dynein transport – inhibitors of GR-EGFP nuclear translocation, primary screen, dynein cargo transport inhibitor project, imaging, high-content, 3617.4 mouse cells; test concentration mostly 20 µM; stimulated with dexamethasone, 1 µM; hits give low values; z-score, hits read low; actives 0.47% (n = 220,000); AID 1381, 2008;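 active = plate z-score of nuclear minus cytoplasmic receptor signal below a set negative limit, without overly bright fluorescence or cell loss, cut at about -3.5 in these data, passing the limit was not always enough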;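 note: z-score of nuclear minus cytoplasmic ring GR-EGFP intensity difference per well; some compounds called inactive have numbers as strong as hits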
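Buffer or medium: tetracycline-free induction medium containing charcoal-stripped FBS / Reagent: dexamethasone agonist, 1.0 µM final, for 30 min / Technique: automated 10x imaging of fixed Hoechst-stained cells / Times: induction 48 h, compound 1 h, agonist 30 min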
WT yeast gro inh – growth inhibition of WT strain, primary screen, mitochondrial fusion inhibitor project, WT and mutant strains, chemical genetic; actives 2.1% (n = 190,000); mitochondrial fusion phenotypic screen; inhibition, % at 10 µM; in the data active = inhibition above about 58%; tested in S. cerevisiae
MT stabilizer – microtubule stabilizers in HeLa cells, primary screen, imaging, high-content imaging | actives 0.83% (n = 200,000) | HeLa tubulin immunostaining HCS, 24 h; share of cells brighter than vehicle mean+2SD | % tubulin-high responders, % at 10 µM | AID 2205, 2009;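 active = plate Z-score above 3 for both tubulin-high and condensed-nucleus cell shares, with cell loss under 80%, at 10 µM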;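 note: anti alpha tubulin signal scored within the nucleus-defined area of each cell; some results filed as inactive read as strong as hits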
WT yeast gro inh mutant strain – recorded beside WT yeast gro inh, whose call it bears; inhibition, %; mitochondrial fusion phenotypic screen, mutant strain inhibition
Dynein transport cytoplasmic EGFP – further read-out of Dynein transport, marked with its call; z-score; measured here: cytoplasmic GR-EGFP intensity; hits give high values
Dynein transport nuclear GR-EGFP – second read-out of Dynein transport, no call of its own (marks repeat the call); z-score; measured here: nuclear GR-EGFP intensity;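 lower value marks the stronger effect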
Dynein transport cell count – second read-out of Dynein transport, no call of its own (marks repeat the call); z-score; measured here: cell count per field
Ins promoter up cell count – second read-out of Ins promoter up, no call of its own (marks repeat the call); cell count; measured here: cytotoxicity, nuclei count;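 total cells summed across four imaged fields per well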
bCat nuc transl cell count 5 µM – recorded beside bCat nuc transl, whose call it bears; cell count; measured here: cell count, cytotoxicity flag
MT stabilizer Hoechst-high % – also measured in MT stabilizer; calls as there; % Hoechst-high responders; measured here: nuclear condensation Hoechst responders;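 share of cells brighter than vehicle mean plus two SD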
MT stabilizer cytotoxicity % – further read-out of MT stabilizer, marked with its call; toxicity, %; measured here: cytotoxicity by cell density;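 0% = mean cell density of plate MIN control wells and 100% = no cells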
Autophagy mod cell loss 18 h – further read-out of Autophagy mod, marked with its call; toxicity, %; measured here: cell loss, nuclei count;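 cell loss after 18 h compound exposure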
* marks the source's active call; other numbers are inactive results; i = inactive; . = no result given. Cut-off read from the data, not from the text of the source, unless noted: active = inhibition above about 50%; inactive = the rest. The order is random. Share with any hit: about 5%.

SMILES	Autophagy mod	Autophagy mod cell loss 18 h	bCat nuc transl	bCat nuc transl cell count 5 µM	Ins promoter up	Ins promoter up cell count	PMI inhibition	Yfh1-depleted yeast	human PMI inhibition	Dynein transport	Dynein transport cytoplasmic EGFP	Dynein transport nuclear GR-EGFP	Dynein transport cell count	WT yeast gro inh	WT yeast gro inh mutant strain	MT stabilizer	MT stabilizer Hoechst-high %	MT stabilizer cytotoxicity %
COc1cccc(C(=O)N(Cc2cc3cc(C)ccc3[nH]c2=O)CC2CCCO2)c1 (stereo unspecified)	i	5	-3.4	931	-0.69	1073	-1%	i	-2%	-0.09	-0.22	0.39	0.17	4	8	2.4	3.4	6.1
O=C(c1cccn2c(=O)c3ccccc3nc12)N1CCN(c2ccccn2)CC1	i	27	-0.4	1001	-0.11	1860	5%	i	1%	-1.1	-0.33	-0.83	-0.48	-7	16	5.2	3.3	4.2
Cc1cc(C)n(-c2nc(SCC(=O)N3CCCC3)c3c4c(sc3n2)CCCC4)n1	i	6	-0.3	1107	-1.6	1698	4%	i	4%	0.63	-0.34	0.29	-0.065	62*	38*	4.5	3.6	4.6
COc1ccc(C(=O)Nc2cc(OC)c(Cl)cc2OC)cc1	i	7	2.5	1038	0.12	1133	9%	i	-5%	0.6	-0.17	0.43	-0.51	3	-14	3.6	2.2	8.8
Cc1ccnc(SCC(=O)N2CCN(c3ccccc3)CC2)n1	i	9	0.6	1168	.	.	5%	i	3%	-1	-0.24	-0.33	-0.26	-12	7	2.5	2.3	6.4
Cc1ccc(C(C(=O)NC(C)(C)C)N(Cc2ccc3c(c2)OCO3)C(=O)c2ccc(CN3CCOCC3)o2)o1 (stereo unspecified)	i	6	0.8	1459	-0.3	1458	0%	i	0%	-0.76	-0.2	-0.61	0.56	1	-6	3.9	1.2	9.2
COc1ccc(N(Cc2ccccc2)S(=O)(=O)c2ccc(C)cc2)cc1	i	2	0.4	1561	.	.	16%	i	14%	0.69	-0.087	0.26	-1.9	42	43	1.4	2.2	0.6
O=C(O)c1cc(-c2ccco2)nn1-c1ccc(Cl)cc1	i	-4	1.3	1050	0.77	1278	-1%	i	-9%	0.28	-0.34	-0.37	-0.3	0	2	1.7	2.4	3.7
COc1ccc(CCNC(=O)CSc2nnc(Cc3csc(N)n3)n2C)cc1OC	i	-2	0.5	1210	-0.48	1262	-5%	i	2%	-0.56	-0.29	-0.42	0.5	-6	-6	3.9	2.2	6.6
COc1ccc(NC(=O)c2cccc(S(=O)(=O)N3CCc4ccccc43)c2)cn1	i	2	-3.0	1140	1.5	1296	12%	i	-3%	-0.2	0.025	0.47	-1.6	28	16	2.4	2.0	7.3
O=C(CCN1CCCC1Cc1ccccc1)c1ccc2c(c1)OCCO2 (stereo unspecified)	i	6	-4.7	1219	-0.21	1222	39%	.	51%*	1.6	-0.022	1	-0.82	-2	4	2.1	1.7	5.7
CCN(CC)S(=O)(=O)c1ccc(Cl)c(NC(=O)COC(=O)/C=C/c2ccc(O)c(OC)c2)c1	i	3	0.1	1018	.	.	17%	i	27%	-0.32	-0.3	-0.43	0.66	-15	-22	3.7	2.2	3.0
Cc1nnc(C)n1/N=C/c1ccc(-c2ccccc2)cc1	i	-3	-2.2	1433	0.96	939	-11%	i	-7%	-0.8	-0.096	-0.96	0.85	2	0	2.1	2.3	5.3
CC(CN(C(N)=O)c1ccccc1O)C(=O)O (stereo unspecified)	i	33	2.1	1193	-0.19	852	5%	i	9%	-1.4	1.3	-0.32	1.1	2	9	1.5	1.6	6.3
CN1C(=O)CS(=O)c2ccc(C(=O)NCCC3=CCCCC3)cc21 (stereo unspecified)	i	-11	-2.0	1177	-0.03	951	-1%	i	1%	-0.16	-0.22	0.039	-0.012	9	-1	1.6	3.3	6.9
O=C(c1ccc(F)cc1)N1CCN(c2cnn(-c3ccccc3)c(=O)c2Cl)CC1	i	7	-5.7	1114	0.16	1622	7%	i	8%	0.77	-0.31	1.2	-1.2	18	-1	3.0	2.3	19
Cc1ccc(NS(=O)(=O)c2cc(NC(=O)c3ccc4c(c3)NC(=O)CS4)ccc2C)c(C)c1	i	9	0.2	1489	-2.8	1178	11%	i	41%	-0.089	-0.31	0.46	-0.24	13	0	7.8	3.2	2.0
Cc1ccc(Cl)cc1NC(=S)N/N=C/c1cccc2ccccc12	.	.	1.1	1303	-0.36	890	.	i	.	0.76	-0.24	0.21	0.21	.	.	.	.	.
O=C(Cn1cnc([N+](=O)[O-])n1)NCCc1ccccc1	i	-2	3.0	967	-0.16	1485	10%	i	10%	-0.61	0.12	0.18	0.18	1	6	3.2	2.6	2.0
CCNS(=O)(=O)c1ccc(OC)c(C(=O)NC2CCCCC2)c1	i	14	-0.3	1508	0.22	1514	2%	i	6%	1.3	-0.34	0.89	-0.42	-5	7	4.2	4.5	9.0
N#Cc1cc2c(nc1SCc1ccccc1)CCCC2	i	-15	-1.9	596	-0.14	1291	5%	i	4%	-0.1	-0.14	1	-0.96	10	-14	1.9	2.2	5.3
Cc1ccc(C(=O)N(CC(=O)NC2CCCCC2)c2ccccc2C)s1	i	-9	0.4	1322	-0.48	1629	2%	i	4%	-0.22	0.075	-0.17	0.22	3	17	1.2	2.0	11
Cc1nc2ccccc2c(=O)n1/N=C/c1cn[nH]c1-c1ccccc1	.	.	-0.4	1292	-0.01	1066	.	i	.	-0.13	-0.15	0.065	0.5	.	.	.	.	.
Cc1noc(NS(=O)(=O)c2ccc(NC(=O)CSc3ncccn3)cc2)c1C	.	.	-0.1	1092	-0.6	1715	9%	i	7%	-1.3	-0.15	-0.45	0.056	2	0	4.2	2.0	5.7
Cc1ccc(S(=O)(=O)NCCCC(=O)C=[N+]=[N-])cc1	i	7	-1.1	1114	-0.18	1233	9%	i	10%	1	-0.096	0.36	-0.45	-5	0	0.6	1.7	6.8
CCCCN(CCCC)S(=O)(=O)c1ccc(OC)c2ncccc12	i	2	-0.7	1180	-0.36	1239	2%	i	10%	-0.29	-0.17	0.41	0.52	-2	8	3.3	2.1	1.4
Cc1nn(CC(=O)NCc2cccnc2)c(C)c1[N+](=O)[O-]	i	-9	-1.8	928	-0.1	1677	5%	i	9%	0.92	-0.16	1.1	-0.94	-6	-8	3.1	1.9	8.5
CN1CCN(CCCNC(=O)c2cc3c(=O)oc4ccccc4c3s2)CC1	i	-7	-2.2	1065	0.07	1264	5%	i	6%	0.56	-0.19	0.38	0.3	-7	-2	5.2	1.8	6.1
COC(=O)c1ccccc1N=Nc1c(N)n[nH]c1N	.	.	-2.4	1075	0.41	1404	.	i	.	0.26	-0.21	-0.12	-0.38	.	.	.	.	.
Cc1cc(/C=C2\SC(=Nc3ccc(N4CCOCC4)cc3)N(C)C2=O)c(C)n1-c1cccnc1	i	-8	0.3	1050	-0.1	1505	16%	i	11%	-0.64	1.3	0.11	0.19	16	-16	4.3	2.4	6.6
CC(C)CC(C(=O)Oc1ccc2c3c(c(=O)oc2c1)CCC3)N1C(=O)c2ccccc2C1=O (stereo unspecified)	i	7	-0.1	1076	-0.03	1684	16%	.	16%	-1.3	0.33	-0.59	0.67	-14	2	4.3	1.7	2.7
CCCS(=O)(=O)N1CCCC(C(=O)NCCN2CCC(Cc3ccccc3)CC2)C1 (stereo unspecified)	i	0	-2.9	1427	-1.6	882	2%	i	4%	-0.18	-0.11	-0.24	0.49	0	15	2.6	1.0	3.3
COc1ccc(-c2occ(C(=O)O)c2C(=O)O)cc1	i	-10	0.0	1016	.	.	-42%	i	-18%	1	0.7	0.73	-0.46	6	-31	2.7	1.1	4.7
O=C(c1cc([N+](=O)[O-])[nH]n1)N1CCSCC1	.	.	-1.4	1113	0.3	1405	.	i	.	0.014	-0.24	-0.065	0.048	.	.	.	.	.
CCOC(=O)CCCc1sc(N)nc1-c1[nH]c(=O)[nH]c1C	i	9	-0.9	1118	0.27	1209	-65%	i	-48%	-0.42	-0.17	0.054	-0.085	-3	3	6.0	2.1	5.4
CC(=O)N(c1nc(/C=C\C(=O)O)cs1)c1ccccc1F	.	.	-1.6	1289	0.1	1061	.	i	.	-0.59	-0.77	-0.14	0.19	.	.	.	.	.
CCOC(=O)CC(=O)NC(CC(=O)OC)c1ccc(C(C)C)cc1 (stereo unspecified)	i	-6	0.1	1069	0.55	1090	5%	i	12%	-0.54	-0.35	-0.79	-0.87	4	1	4.1	2.6	6.4
CN(C)c1ccc(-c2nn3c(-c4cccnc4)nnc3s2)cc1	.	.	3.1	1006	-0.56	1095	3%	i	10%	.	.	.	.	.	.	.	.	.
